Assay outcomes from PubChem.
SENP1 inh = SENP1 (human) catalytic domain inhibition; Q9P0U3; recombinant SENP1 catalytic domain, CyPet-SUMO1-YPet FRET cleavage; inhibition, % at 10 µM; 0.21% of 360,000 active;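 active = inhibition at least 30% at 10 µM, raw YFP signal under a set limit, fluorescence ratio 0.5 to 1.5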;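 note: 0% = enzyme with DMSO and 100% = no enzyme wells; some results filed as inactive read as strong as hits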
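Test system: human SENP1 catalytic domain; medium: Tris pH 8 buffer plus EDTA, NaCl, BME, BSA, NP40, catalase; incubation: 50 min reaction at room temperature; technique: FRET, CFP and YFP emission; controls: no-enzyme low control and enzyme-plus-DMSO high control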
PfGluPho inh = PfG6PD (Plasmodium falciparum) enzyme inhibition. PfGluPho enzyme, NADPH resazurin-diaphorase fluorescence. inhibition, % at 20 µM. AID 504690. 0.78% of 350,000 active;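 active = inhibition reaching at least a set limit at 20 µM in the primary screen, cut at about 59% in these data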;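 note: 0% = DMSO wells with substrate and 100% = DMSO wells lacking glucose-6-phosphate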
UBC13 inh = human UBC13 polyubiquitination inhibition; P61088; UBC13 polyubiquitin chain formation, TR-FRET; inhibition, % at 20 µM; 0.47% of 330,000 active; AID 485273; in the data active = inhibition above about 45%, passing the limit was not always enough
SENP8 block-1 = SENP8 (human) protease inhibition; recombinant SENP8, Nedd8 substrate fluorescence; inhibition, % at 20 µM; 0.64% of 360,000 active; AID 602440; in the data active = inhibition mostly above about 40%, no sharp cut-off; inactive = mostly below about 27%
Target sequence (Q96LD8 whole entry, looked up): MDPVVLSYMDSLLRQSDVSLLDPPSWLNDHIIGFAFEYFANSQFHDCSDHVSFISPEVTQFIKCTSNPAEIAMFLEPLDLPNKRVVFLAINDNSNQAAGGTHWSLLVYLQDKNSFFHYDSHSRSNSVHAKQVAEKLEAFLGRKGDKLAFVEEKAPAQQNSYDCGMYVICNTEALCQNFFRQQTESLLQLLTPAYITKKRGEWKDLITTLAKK
SENP8 block-2 = blocks the human protease SENP8; purified SENP8, Z-RLRGG-aminoluciferin cleavage, luminescence; Q96LD8; inhibition, % at 10 µM; 1.2% of 330,000 active; AID 2540; in the data active = inhibition above about 50%
SENP6 block = blocks the human protease SENP6; Q9GZR1; Recombinant SENP6 catalytic domain, aminoluciferin luminescence; inhibition, % at 10 µM; 1.8% of 330,000 active; AID 2599;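 active = inhibition above about 50% at the single tested dose, limit read from the data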;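 note: plate controls were DMSO wells with enzyme for no effect and DMSO wells lacking enzyme for full effect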
Target sequence (Q9GZR1 628-1112 limits assumed): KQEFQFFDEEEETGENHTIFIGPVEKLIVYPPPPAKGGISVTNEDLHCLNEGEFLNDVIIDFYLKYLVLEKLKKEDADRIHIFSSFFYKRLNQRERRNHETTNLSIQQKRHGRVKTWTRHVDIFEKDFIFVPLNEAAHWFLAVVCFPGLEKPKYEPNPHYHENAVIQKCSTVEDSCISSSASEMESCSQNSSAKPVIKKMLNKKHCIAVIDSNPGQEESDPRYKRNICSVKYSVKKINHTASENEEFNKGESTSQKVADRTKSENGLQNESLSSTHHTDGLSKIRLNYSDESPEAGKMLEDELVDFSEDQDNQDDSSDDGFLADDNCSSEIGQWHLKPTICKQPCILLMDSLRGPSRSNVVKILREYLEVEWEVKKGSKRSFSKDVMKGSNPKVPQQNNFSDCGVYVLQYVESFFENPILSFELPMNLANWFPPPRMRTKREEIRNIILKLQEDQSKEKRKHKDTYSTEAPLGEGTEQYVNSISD
HKDC1 inhibitor = inhibitors of human hexokinase HKDC1. Q2TB90. recombinant HKDC1, G6PDH/diaphorase resazurin coupled fluorescence. inhibition, % at 20 µM. 0.16% of 340,000 active. AID 493160;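 active = inhibition above about 35% when tested at 20 µM, limit read from the data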;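 note: plate controls were DMSO wells with enzyme for no effect and DMSO wells lacking enzyme for full effect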
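Test system: recombinant HKDC1 (HK5) hexokinase enzyme, produced in-house; Amount: enzyme 5 µg/mL final; Buffer or medium: Tris pH 8.0 buffer with MgCl2, Tween-20, BSA, BME; Reagent: glucose and ATP substrates; Doses: 20 µM test compound, 1% DMSO; Incubation: 90 min reaction incubation at room temperature, dark; Detection: resorufin fluorescence at 613 nm.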
SENP7 inh = blocks the human protease SENP7; Q9BQF6; recombinant SENP7, Z-RLRGG-aminoluciferin luminescence, 40 min; inhibition, % at 5 µM; 1.5% of 330,000 active; AID 434973;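 active = inhibition above about 50% at the single test dose, limit read from the data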;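 note: plate controls were DMSO with enzyme for no effect and no enzyme buffer wells for full effect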
Target sequence (Q9BQF6 706-1050 limits assumed): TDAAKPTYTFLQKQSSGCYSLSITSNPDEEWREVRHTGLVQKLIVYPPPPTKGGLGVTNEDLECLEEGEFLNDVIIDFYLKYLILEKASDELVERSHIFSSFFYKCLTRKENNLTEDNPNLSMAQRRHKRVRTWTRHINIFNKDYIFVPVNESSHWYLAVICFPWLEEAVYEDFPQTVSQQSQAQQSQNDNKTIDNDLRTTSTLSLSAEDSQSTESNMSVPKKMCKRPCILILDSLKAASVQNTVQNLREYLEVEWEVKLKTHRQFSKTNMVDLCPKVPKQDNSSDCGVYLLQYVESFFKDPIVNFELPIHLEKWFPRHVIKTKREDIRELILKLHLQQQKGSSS
beta cell repl = MIN6 beta-cell proliferation induction. MIN6 cells proliferation, ATPlite luminescence, 48 h; cells starved in 0.2% serum; 100% = growth in 10% serum. proliferation, % at 10 µM. 0.29% of 330,000 active. AID 2380;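 active = compounds whose signal lies at least 3.5 SD above the mean of all wells on their plate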;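 note: 0% = DMSO-treated cells in low-serum medium and 100% = 10% serum control; some compounds called inactive have numbers as strong as hits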
* hit, by the source's call; · = not tested or not shown.

A first look:
SMILES | SENP1 inh | PfGluPho inh | UBC13 inh | SENP8 block-1 | SENP8 block-2 | SENP6 block | HKDC1 inhibitor | SENP7 inh | beta cell repl
Cc1noc(/C=C/N(C)C)c1S(=O)(=O)N1CCN(c2ccccc2)CC1 | -1 | -13 | -12 | 15 | 3 | -18 | 7 | -2 | -7
S=c1nc(-c2ccccc2)[nH]c2ccc(Br)cc12 | -2 | -7 | 12 | 26 | -16 | -37 | -4 | -3 | -4
Cc1ccccc1N=C1NC(=O)/C(=C/c2cccn2C)S1 | -72 | -10 | -9 | 19 | -4 | 21 | 0 | -6 | 1
COc1cccc(-c2cn(C[C@H]3CC[C@@H]([C@@H]4CC[C@H](Cn5cc(-c6cccc(OC)c6)nn5)O4)O3)nn2)c1 | -1 | -1 | -11 | -1 | 4 | -3 | 4 | 0 | 1
C=C(C)C(=O)Nc1cccc(C2=NOC3(C2)C[C@H](C(N)=O)N(C(=O)COc2ccc(Cl)cc2)C3)c1 (stereo not given in full) | 6 | 24 | -71 | 19 | -3 | -23 | 0 | 4 | -1
COc1ccc2cc(OCC(=O)NNC(=O)Nc3ccc(F)cc3)ccc2c1 | 3 | -14 | -11 | -42 | -7 | -3 | 6 | -9 | -3
CCC(=O)N1CCc2cc(S(=O)(=O)NCCC(=O)N3CCN(Cc4ccccc4)CC3)ccc21 | 0 | -11 | 3 | 18 | 4 | 7 | -10 | 1 | -2
Cc1cccc(Cn2c(C(C)O)nc3ccccc32)c1 (stereo not given) | -1 | 2 | -2 | 18 | -8 | -7 | 2 | -10 | 3
CCn1c(-c2cc(-c3ccc(OC(C)C)cc3)nc3ccccc23)n[nH]c1=S | 3 | 18 | 12 | -298 | -4 | -6 | -1 | 3 | -5
Nc1ncc2c(n1)-c1cc(Cl)ccc1SC2 | -4 | -3 | 4 | -8 | 0 | 17 | -6 | 1 | 1
Cc1nnc(SCC(=O)Nc2ccc3c(c2)OCO3)n(N)c1=O | 1 | -9 | 4 | 4 | -1 | -3 | -5 | -4 | -1
O=C(NCC1CCN(Cc2ccccc2F)CC1)C1CCCN(c2ncnc3c2nc2n3CCCCC2)C1 (stereo not given) | 0 | -2 | 47* | 8 | -1 | -13 | -1 | -11 | 1
CC(=O)n1ccnc1 | -6 | 14 | 5 | 5 | 1 | -18 | -8 | -1 | 5
O=C(CN1C(=O)NC2(CCCCCCC2)C1=O)Nc1ccc(Br)cc1Br | 3 | 4 | -5 | 15 | -6 | -3 | -3 | -15 | -7

All compounds of this part, from the first entry:
SMILES | SENP1 inh | PfGluPho inh | UBC13 inh | SENP8 block-1 | SENP8 block-2 | SENP6 block | HKDC1 inhibitor | SENP7 inh | beta cell repl
Cc1noc(/C=C/N(C)C)c1S(=O)(=O)N1CCN(c2ccccc2)CC1 | -1 | -13 | -12 | 15 | 3 | -18 | 7 | -2 | -7
S=c1nc(-c2ccccc2)[nH]c2ccc(Br)cc12 | -2 | -7 | 12 | 26 | -16 | -37 | -4 | -3 | -4
Cc1ccccc1N=C1NC(=O)/C(=C/c2cccn2C)S1 | -72 | -10 | -9 | 19 | -4 | 21 | 0 | -6 | 1
COc1cccc(-c2cn(C[C@H]3CC[C@@H]([C@@H]4CC[C@H](Cn5cc(-c6cccc(OC)c6)nn5)O4)O3)nn2)c1 | -1 | -1 | -11 | -1 | 4 | -3 | 4 | 0 | 1
C=C(C)C(=O)Nc1cccc(C2=NOC3(C2)C[C@H](C(N)=O)N(C(=O)COc2ccc(Cl)cc2)C3)c1 (stereo not given in full) | 6 | 24 | -71 | 19 | -3 | -23 | 0 | 4 | -1
COc1ccc2cc(OCC(=O)NNC(=O)Nc3ccc(F)cc3)ccc2c1 | 3 | -14 | -11 | -42 | -7 | -3 | 6 | -9 | -3
CCC(=O)N1CCc2cc(S(=O)(=O)NCCC(=O)N3CCN(Cc4ccccc4)CC3)ccc21 | 0 | -11 | 3 | 18 | 4 | 7 | -10 | 1 | -2
Cc1cccc(Cn2c(C(C)O)nc3ccccc32)c1 (stereo not given) | -1 | 2 | -2 | 18 | -8 | -7 | 2 | -10 | 3
CCn1c(-c2cc(-c3ccc(OC(C)C)cc3)nc3ccccc23)n[nH]c1=S | 3 | 18 | 12 | -298 | -4 | -6 | -1 | 3 | -5
Nc1ncc2c(n1)-c1cc(Cl)ccc1SC2 | -4 | -3 | 4 | -8 | 0 | 17 | -6 | 1 | 1
Cc1nnc(SCC(=O)Nc2ccc3c(c2)OCO3)n(N)c1=O | 1 | -9 | 4 | 4 | -1 | -3 | -5 | -4 | -1
O=C(NCC1CCN(Cc2ccccc2F)CC1)C1CCCN(c2ncnc3c2nc2n3CCCCC2)C1 (stereo not given) | 0 | -2 | 47* | 8 | -1 | -13 | -1 | -11 | 1
CC(=O)n1ccnc1 | -6 | 14 | 5 | 5 | 1 | -18 | -8 | -1 | 5
O=C(CN1C(=O)NC2(CCCCCCC2)C1=O)Nc1ccc(Br)cc1Br | 3 | 4 | -5 | 15 | -6 | -3 | -3 | -15 | -7
Cc1cc(C(=O)CSc2nnc(-c3cccnc3)n2-c2ccccc2F)c(C)n1CC1CCCO1 (stereo not given) | 3 | 1 | 9 | 7 | 3 | 17 | -6 | 7 | -3
O=C(Cn1cc(S(=O)(=O)Cc2ccccc2)c2ccccc21)N1CCOCC1 | 0 | 0 | -4 | 0 | -7 | -15 | -7 | -8 | -2
O=C1NC2(CCCCC2)C(=O)N1CCN1C(=O)c2ccccc2C1=O | 2 | -4 | -11 | 14 | 1 | -16 | -2 | -4 | -3
Cc1oc2cc3oc(=O)c(CCC(=O)N[C@H](C(=O)O)C(C)C)c(C)c3cc2c1C | -22 | -16 | 3 | -290 | -6 | -49 | 1 | -4 | -1
COc1cc2c(cc1NS(=O)(=O)N1CCCCC1)oc1ccccc12 | 0 | -7 | 10 | -24 | 7 | 8 | 10 | -2 | -4
Cc1cc(C(=O)CSc2n[nH]c(N)n2)c(C)n1-c1ccc(F)cc1 | -4 | 6 | -9 | 0 | -6 | 2 | -3 | 0 | -3
CCn1c(CCc2nc3ccccc3[nH]2)n[nH]c1=S | 1 | 23 | -8 | 3 | -3 | -37 | -11 | 2 | -2
CCOCC(=O)Nc1cc(-c2cn3cccnc3n2)ccc1C | 0 | 3 | 32 | -288 | -5 | -10 | -8 | -10 | -2
O=C(O)Cc1csc(NC(=O)CSc2cccc(C(=O)O)n2)n1 | -2 | 14 | -1 | -9 | 5 | -4 | -4 | -6 | 0
COc1ccc(S(=O)(=O)N2CCc3ccccc32)cc1C(=O)NCCc1ccccn1 | 1 | 11 | -4 | 20 | -3 | -18 | -4 | 6 | -1
CC(=O)Nc1ccc(NC2=C(Cl)C(=O)c3ccccc3C2=O)cc1 | · | -33 | -68 | · | 24 | 12 | -36 | 10 | -5
CCOC(=O)c1cnn(-c2ccccc2)c1-n1cccc1C(=O)C(=O)Nc1ccc(F)cc1 | 1 | 29 | 3 | 23 | -4 | -2 | 2 | 8 | -1
COc1ccc(C(=O)NN2C(=O)C3CCC(C)(C2=O)C3(C)C)cc1 (stereo not given) | 1 | 7 | 2 | 18 | 3 | 5 | -13 | 3 | -2
COCCSc1ccccc1C(=O)Nc1ccncc1 | -2 | -23 | -1 | 9 | -10 | -9 | 0 | 9 | 0
Cc1cc2c(c(=O)n1CCc1ccccc1)C(C(C)C)C(C#N)=C(N)O2 (stereo not given) | -10 | 1 | 1 | -7 | 3 | -7 | 5 | -1 | -2
Cc1cccc(-c2nnc3n2N=C(c2ccccc2)CS3)c1 | 0 | 8 | 12 | 13 | 4 | 15 | 3 | 5 | 3
Cc1cccc(NC(=O)CN2CCN(C(=O)c3oc4c(Cl)cccc4c3C)CC2)c1C | -2 | 3 | -3 | 6 | -11 | -10 | 2 | -9 | -7
CCOC(=O)N1CCN(Cc2nc(N)nc(Nc3ccc(C)cc3)n2)CC1 | -5 | -1 | 0 | 10 | -3 | 3 | -12 | 15 | -1
CN(C)C(=O)CSc1nnc(-c2cnccn2)n1C | 3 | 4 | 2 | 14 | 3 | 7 | -1 | 4 | 0
O=C(CCN1C(=O)c2ccc([N+](=O)[O-])cc2C1=O)Nc1ccccc1C(=O)O | 0 | -1 | -7 | 15 | -5 | -13 | 1 | 2 | -3
Cc1ccc(C)c(S(=O)(=O)NCC(=O)N2CCCC2)c1 | 0 | 4 | -4 | -4 | -6 | -5 | -10 | 9 | 0
COC(=O)Nc1ccc(S(=O)(=O)N2CCCC(C(=O)NC3CCCCC3)C2)cc1 (stereo not given) | 1 | -12 | 15 | 18 | 0 | 5 | -3 | -10 | -1
COc1ccc(OC)c(Nc2nc(-c3sc(NC(=O)c4ccccc4)nc3C)cs2)c1 | · | · | 34 | · | 52* | 67* | · | 53* | -6
Cc1cccc(N2CC(O)(c3cccs3)[N+]3=C2CCCC3)c1C (stereo not given) | 0 | 5 | 0 | 19 | 0 | -19 | -3 | 4 | -6
O=C(NCc1ccccn1)c1coc(=O)c(Br)c1 | 0 | -3 | 7 | -402 | 6 | 2 | -5 | 3 | -5
CCOC(=O)/C=C/c1nc(C(=O)OCC)c(C)c(=O)[nH]1 | 3 | -2 | -2 | 18 | -3 | 13 | -6 | 4 | -2
COc1cc(C(=O)NC2CC(C)(C)Cc3c2cnn3-c2ccccc2)cc(OC)c1OC (stereo not given) | 1 | -21 | -5 | 16 | -3 | 6 | -3 | -10 | -2
O=C1c2ccccc2C(=O)N1/N=C/c1ccc(O)c(O)c1 | 1 | -23 | -21 | 12 | 51* | 66* | -2 | 46 | -2
CCN(CC(=O)Nc1cccc(OC)c1)CC(=O)Nc1ccccc1C | 1 | -10 | -5 | 6 | 4 | -6 | -3 | 3 | -2
CCN1C(=O)[C@H]2[C@H]3CN=C(SCc4ccccc4)N3[C@@](C)(C(=O)OC)[C@H]2C1=O | 2 | 4 | · | 8 | · | · | 8 | 4 | ·
CC(NC(=O)C1CCN(C(=O)Nc2ccccc2)CC1)c1ccccc1 (stereo not given) | 2 | -20 | -4 | -2 | 1 | -9 | -1 | -6 | -4
C[C@@H](OC(=O)c1[nH]cnc1C(=O)N1CCN(C(=O)OC(C)(C)C)CC1)c1ccccc1 | 1 | -1 | 18 | 18 | 0 | -2 | -8 | 0 | 0
COC(=O)C1=C(C(=O)OC)C(c2ccc(OC)c(OC)c2)c2sc(=O)[nH]c2S1 (stereo not given) | 0 | 15 | -34 | 22 | 2 | 17 | 6 | 12 | 0
Cc1ccc(C)c(NC(=O)COC(=O)c2ccc3c(c2)OCO3)c1 | 1 | -5 | -5 | 2 | 3 | -2 | -5 | -2 | 1
CCN1C(=O)c2cccc3c(S(=O)(=O)N(C(=O)c4ccncc4)c4ccc(OC)cc4)ccc1c23 | -14 | 1 | -2 | -382 | -2 | -10 | 13 | 7 | -5
CCOC(=O)c1c(C)[nH]c(C(=O)COC(=O)c2cccnc2Cl)c1C | -1 | -11 | 10 | 10 | 3 | -4 | 2 | -3 | -1
COc1ccc(-n2ncc3c(=O)n(CC(=O)N4c5ccccc5CC4C)cnc32)cc1 (stereo not given) | -3 | 5 | 2 | -60 | -1 | 0 | 2 | -2 | -2
